High-throughput results as filed in PubChem.
SIAE inh: inhibitors of human sialic acid acetylesterase SIAE; Q9HAT2; SIAE FP-Rh probe binding, fluorescence polarization; inhibition, % at 9.66 µM; 370,000 tested, 0.69% active; AID 1053197;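 active = inhibition above a cutoff: mean of compounds within the control limits plus 3 SD of those, cut at about 17% in these data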;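 note: 0% = plate median of compound wells and 100% = probe without SIAE protein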
Target sequence (Q9HAT2 whole entry, looked up): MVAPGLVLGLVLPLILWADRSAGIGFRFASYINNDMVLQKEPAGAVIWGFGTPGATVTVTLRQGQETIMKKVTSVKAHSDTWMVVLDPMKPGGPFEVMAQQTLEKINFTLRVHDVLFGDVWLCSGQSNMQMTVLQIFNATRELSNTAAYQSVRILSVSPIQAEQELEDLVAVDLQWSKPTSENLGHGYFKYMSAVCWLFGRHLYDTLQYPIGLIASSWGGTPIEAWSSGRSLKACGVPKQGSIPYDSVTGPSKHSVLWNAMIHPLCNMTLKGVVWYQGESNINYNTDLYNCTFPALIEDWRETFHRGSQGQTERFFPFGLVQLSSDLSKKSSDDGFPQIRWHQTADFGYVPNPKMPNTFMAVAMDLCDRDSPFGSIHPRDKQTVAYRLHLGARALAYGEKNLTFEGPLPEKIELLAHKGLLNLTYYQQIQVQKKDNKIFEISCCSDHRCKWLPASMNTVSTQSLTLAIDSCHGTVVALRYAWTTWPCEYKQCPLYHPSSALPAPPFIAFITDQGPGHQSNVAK
LEDGF integ inh: blocks HIV-1 LEDGF/p75-dependent DNA integration; inhibition, % at 3.7 µM; 370,000 tested, 0.64% active; TR-FRET IN-LEDGF/p75 DNA integration, Eu/Cy5;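 active = inhibition above the screen-wide mean plus 3 SD, cut at about 13% in these data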;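 note: signal is the Cy5 over europium emission ratio at 671 and 618 nm; 0% = plate median of compound wells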
TCR-CD3 inh: inhibitors of human TCR-CD3 interaction | TAMRA-labeled TCR probe fluorescence, biochemical | inhibition, % at 9.4 µM | 360,000 tested, 0.37% active | AID 651800; in the data active = inhibition above about 19%;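 note: recombinant mutant TCR 2C K166C tagged with TAMRA read by polarization; 0% = receptor in buffer alone and 100% = receptor with positive control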
PG9 binder: binds the HIV-1 gp120 antibody PG9. TR-FRET gp120-PG9 antibody binding. inhibition, % at 6.7 µM. 360,000 tested, 0.43% active; in the data active = inhibition above about 8.5%
Rev-erbA mod: Rev-erb alpha (human) modulation | activity, % at 10 µM | P20393 | Rev-erbα–FITC-DNA binding, fluorescence polarization, 90 min | 370,000 tested, 0.79% active | AID 1259318;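 active = activity above about 14%, limit read from the data; passing the limit was not always enough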;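 note: 0% = DMSO wells with 35 nM protein and 100% = DMSO wells with 750 nM protein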
PRMT1 inh: blocks human protein arginine methyltransferase 1; Q99873; recombinant PRMT1, activity-based probe fluorescence polarization; inhibition, % at 2.79 µM; 370,000 tested, 1.3% active; AID 652257;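 active = inhibition above about 21% made by adding two undisclosed values, limit read from the data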
ABHD4 inh: ABHD4 (mouse) inhibition, primary FP screen. purified mABHD4, FP-Rh probe fluorescence polarization. 370,000 tested, 0.54% active. inhibition, % at 8.92 µM. Q8VD66. AID 720543;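 active = inhibition exceeding the mean over every tested compound plus 3 SD, cut at about 30% in these data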;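 note: 0% = plate median of compound wells and 100% = S159A mutant with DMSO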
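System: mouse ABHD4 enzyme, wild type / Medium: HEPES pH 7.0, NaCl, Pluronic buffer / Reagent: FP-Rh activity-based fluorescent probe / Control set: S159A mutant high control, sample median low control / Detection: fluorescence polarization with parallel and perpendicular emission, 525/598 nm / Schedule: 45 min + 60 min at 25 °C / Compound dosing: 8.92 µM, single dose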
HTRA1 inh: inhibitors of human serine peptidase HTRA1 | 340,000 tested, 0.5% active | recombinant HTRA1, FP-rhodamine activity-based probe, fluorescence polarization | Q92743 | inhibition, % at 5.96 µM; in the data active = inhibition above about 36%;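 note: 0% = enzyme with DMSO and 100% = wells lacking enzyme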
TDP2 absorb: TDP2 (human) inhibition, absorbance primary screen; O95551; recombinant TDP2, T5PNP hydrolysis, p-nitrophenol absorbance 415 nm; inhibition, % at 12.8 µM; 370,000 tested, 0.34% active; AID 720702;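 active = inhibition above the mean of all tested compounds plus 3 SD, set per campaign, cut at about 25% in these data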;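 note: 0% = DMSO with enzyme and 100% = buffer with substrate but no TDP2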
Target sequence (O95551 whole entry, looked up): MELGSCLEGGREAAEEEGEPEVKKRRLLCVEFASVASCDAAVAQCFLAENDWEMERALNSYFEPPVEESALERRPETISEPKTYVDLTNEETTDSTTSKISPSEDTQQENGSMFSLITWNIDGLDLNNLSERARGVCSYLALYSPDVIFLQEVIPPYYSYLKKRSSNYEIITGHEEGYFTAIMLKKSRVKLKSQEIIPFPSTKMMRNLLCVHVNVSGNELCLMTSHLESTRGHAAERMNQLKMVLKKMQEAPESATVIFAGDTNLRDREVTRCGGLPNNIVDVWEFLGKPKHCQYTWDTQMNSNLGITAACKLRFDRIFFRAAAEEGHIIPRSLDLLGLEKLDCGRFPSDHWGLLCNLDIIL
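Assay system: recombinant human TDP2 / Reagent: T5PNP substrate at 5 mM, a TopII-DNA adduct mimic / Measured by: epi absorbance from released p-nitrophenol / Evaluation: % inhibition relative to enzyme-containing and enzyme-free wells / Control set: enzyme-free and DMSO wells / Replicates: each compound tested once, singlicate / Schedule: enzyme reaction with compound for 2 h at 37 °C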
rCAG binder: r(CAG) repeat RNA binding; TO-PRO-1 dye displacement fluorescence; inhibition, % at 3 µM; 370,000 tested, 1.3% active; AID 651821;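 active = inhibition above the plate cutoff, the mean of all test compounds on that plate plus 3 SD, cut at about 35% in these data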;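 note: 0% = DMSO alone and 100% = 100 µM mitoxantrone as full dye displacement; higher means more dye released from RNA so lower well fluorescence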
Numbers without * were called inactive; . = no result given. Some of the compounds tested; count on the stated rates, not on these rows.

SMILES	SIAE inh	LEDGF integ inh	TCR-CD3 inh	PG9 binder	Rev-erbA mod	PRMT1 inh	ABHD4 inh	HTRA1 inh	TDP2 absorb	rCAG binder
CC(C)(C)c1ccc(NC(=O)c2cc[n+]([O-])cc2)cc1	0	-5	-3	-0.1	-1	3	5	3	-7	-1
Cc1cc(C(=O)OCC(=O)NCc2ccco2)c(C)n1-c1ccc(F)cc1	7	0	8	2.0	0	-1	-6	-13	3	-1
O=C(CCC1CCCC1)N1CCC(N2CCCCCC2)CC1	-2	3	0	-0.1	1	1	14	10	0	6
Cn1c(N)c(C(=O)COC(=O)CSc2ccc3ccccc3c2)c(=O)n(C)c1=O	-3	1	-2	-2.6	-2	0	-13	-17	-3	4
CN(C)CCNC(=O)c1cc2c(=O)n(C)c3ccccc3c2n1C	0	2	0	-0.8	-15	3	-3	-3	4	13
O=C(CSCc1ccc([N+](=O)[O-])cc1)NC1CC1	6	0	9	-1.6	3	-2	0	-2	18	0
CCCCN(C(=O)NC(=O)Nc1c(C)cc(C)cc1C)S(C)(=O)=O	-6	-2	3	-0.8	2	-3	4	0	-1	0
O=C(N[C@H](C(=O)N1CCC[C@H]1C(=O)NC1CCCC1)C1CCCCC1)c1ccccc1	-4	1	7	-1.7	-8	0	2	.	-3	0
Cn1c(=O)oc2cc(S(=O)(=O)N3CCCC(C(=O)N4CCc5ccccc5C4)C3)ccc21 (stereo unspecified)	2	4	3	0.1	-6	-2	-3	-3	-4	3
N/C(=N\N=C\c1ccco1)SC1CC(=O)N(c2ccccc2)C1=O (stereo unspecified)	10	-5	-6	0.6	1	6	4	-1	11	5
COc1cc(O)c2c(c1)OC(C)(C)CC2=O	0	-3	5	-0.5	2	-5	-6	3	-7	-1
COc1ccccc1N1CCN(CC(O)COc2ccc3c(c2)CCC3)CC1 (stereo unspecified)	-3	3	-7	0.8	0	1	-3	1	-7	-12

Single entries from above:
`O=C(CSCc1ccc([N+](=O)[O-])cc1)NC1CC1` @ PG9 binder = -1.6
`CN(C)CCNC(=O)c1cc2c(=O)n(C)c3ccccc3c2n1C` @ SIAE inh = 0
`O=C(CCC1CCCC1)N1CCC(N2CCCCCC2)CC1` @ PG9 binder = -0.1
`O=C(N[C@H](C(=O)N1CCC[C@H]1C(=O)NC1CCCC1)C1CCCCC1)c1ccccc1` @ PG9 binder = -1.7
`COc1cc(O)c2c(c1)OC(C)(C)CC2=O` @ SIAE inh = 0

Next results
SMILES	SIAE inh	LEDGF integ inh	TCR-CD3 inh	PG9 binder	Rev-erbA mod	PRMT1 inh	ABHD4 inh	HTRA1 inh	TDP2 absorb	rCAG binder
Cc1cc(C)nc(Nc2n[nH]c(COc3ccc(Cl)cc3)n2)n1	-4	1	4	-0.5	1	0	3	-7	-6	5
O=C(Nc1ccc(Oc2ccccc2)cc1)c1csc([C@H]2C[C@H](O)[C@@H](CO)O2)n1	2	2	-3	0.1	8	-2	-5	.	0	1
Cc1ccc(C)c(C(=O)COC(=O)CNS(=O)(=O)c2ccccc2)c1	2	2	-6	-0.2	-5	-3	-4	-6	10	-1
C#CCOc1ccccc1C(=O)NNc1ccc([N+](=O)[O-])cc1[N+](=O)[O-]	4	0	2	-1.5	-2	-3	2	.	6	3
CCCCN(C)c1c(C)nc2ccc(C(=O)N(C)Cc3ccco3)cn12	0	0	-12	-0.3	-5	5	5	.	5	-4
CC(=O)Nc1cc(NC(C)=O)cc(C(=O)OCC(=O)N2CC(C)OC(C)C2)c1 (stereo unspecified)	-3	-4	5	-1.9	2	-2	3	-3	-7	4
COc1ccc(Cl)cc1NC(=O)Nc1ccc(Br)cn1	-5	0	3	-2.9	-3	-2	-1	-2	8	1
Cc1cc(C)cc(NC(=O)C2CCCN2S(=O)(=O)c2ccc3c(c2)C(C)(C)C(=O)N3C)c1 (stereo unspecified)	-7	2	-4	1.2	-4	10	4	-4	11	4
CC(=O)C1=C(O)C(=O)N(c2ccc(C)cc2)C1c1ccc([N+](=O)[O-])cc1 (stereo unspecified)	8	2	7	-0.4	0	3	0	8	13	6
COn1c(-c2ccccc2)c(C=O)c2ccccc21	1	-5	1	0.3	5	2	5	-11	3	-4
C=CCn1c(C)cc(C(=O)CSc2nc3ccccc3o2)c1C	1	-1	10	-1.9	-6	0	-7	-30	-5	0
Cc1ccc(F)c(C2=CC(=O)C[C@H](c3ccc(F)cc3)C2)c1	-4	-2	3	-2.0	2	-2	-2	-27	-7	-7
CC(C)(O)CNC(=O)Nc1ccc(Cl)c(Cl)c1	-3	2	-3	-0.3	-4	3	-1	-4	-1	-2
CC(=O)Nc1ccc(OS(=O)(=O)c2c(C)cc(C)cc2C)cc1	-6	-1	6	-1.6	3	-3	-5	-13	6	0
Cc1ccc(CN2CC(C(=O)Nc3ccc4c(C)cc(=O)oc4c3)CC2=O)cc1 (stereo unspecified)	0	2	-1	-0.2	-2	1	5	-11	-12	2
Cc1ccc(S(=O)(=O)N(C)Cc2ccc(-c3nnc4n3CCC4)cc2)cc1	1	-1	5	1.7	-1	-4	5	-2	-5	-9
COc1ccc(C(=O)NNC(=O)c2cc3cccc(OC)c3oc2=O)cc1	-3	-7	6	0.9	-4	2	2	-3	2	1
Oc1ccccc1C=NN=Cc1ccccc1Cl	2	2	2	2.4	2	4	1	3	-4	1
O=C(Nc1cc(C(F)(F)F)ccc1Cl)C(Sc1ccccn1)c1ccccc1 (stereo unspecified)	-6	1	-6	1.0	0	-1	-6	-25	13	-1
CCOc1ccc(Cc2onc3c2C(=O)CC(C)(C)C3)cc1OCC	-3	-2	1	-0.5	5	-4	2	-4	-10	-12
COc1ccc(OC)c(S(=O)(=O)NCC(=O)NC2CCCCCC2)c1	-10	7	-3	-0.9	-1	-4	-8	-9	-7	1
COc1ccc(OC)c(NC(=O)[C@@]2(CC(=O)O)CC(/C=C/c3ccccc3)=NO2)c1	8	1	6	-1.5	-2	2	4	-3	7	28
Cc1ccc(S(=O)(=O)NCC2CCC(C(=O)NCc3ccco3)CC2)cc1 (stereo unspecified)	0	-3	-10	-1.6	-4	8	4	0	-1	1
O=C(Cn1nnc(-c2cccs2)n1)N1CCc2ccccc2C1	1	-2	3	-2.0	-1	2	-6	-5	5	-1

In the list so far, these have a nitro group on carbon.
SMILES	SIAE inh	LEDGF integ inh	TCR-CD3 inh	PG9 binder	Rev-erbA mod	PRMT1 inh	ABHD4 inh	HTRA1 inh	TDP2 absorb	rCAG binder
O=C(CSCc1ccc([N+](=O)[O-])cc1)NC1CC1	6	0	9	-1.6	3	-2	0	-2	18	0
C#CCOc1ccccc1C(=O)NNc1ccc([N+](=O)[O-])cc1[N+](=O)[O-]	4	0	2	-1.5	-2	-3	2	.	6	3
CC(=O)C1=C(O)C(=O)N(c2ccc(C)cc2)C1c1ccc([N+](=O)[O-])cc1 (stereo unspecified)	8	2	7	-0.4	0	3	0	8	13	6

The listing continues.
SMILES	SIAE inh	LEDGF integ inh	TCR-CD3 inh	PG9 binder	Rev-erbA mod	PRMT1 inh	ABHD4 inh	HTRA1 inh	TDP2 absorb	rCAG binder
Cc1ccccc1C(=O)c1cccn1CC(=O)NCCC1=CCCCC1	-3	2	-1	-3.1	2	-7	-2	-4	-3	-2
Cc1ccc(S(=O)(=O)NC(=O)Nc2ccc(N(C)C)cc2)cc1	5	26*	6	-111	-1	26*	25	44*	11	8
CCOC(=O)N1CCN(CC(=O)Nc2ccc(F)cc2)CC1	5	-4	1	-1.2	-3	2	6	-3	7	-2
COc1ccc(S(=O)(=O)NC(CC(=O)NCc2ccco2)c2ccco2)cc1 (stereo unspecified)	5	3	-6	1.0	0	1	-8	-6	-3	-1
COCCN(CCOC)S(=O)(=O)c1ccc(C(=O)Nc2nnc(C3CC3)o2)cc1	5	-1	4	-0.4	-4	1	-3	0	-5	3
COc1cc(Cc2nccc3cc(OC)c(OC)cc23)c(NC(C)=O)cc1OC	-1	1	-5	-1.0	8	4	-1	7	1	-3
O=C1c2ccccc2C(Nc2ccc(S(=O)(=O)N3CCCCCC3)cc2)N1Cc1ccco1 (stereo unspecified)	0	0	-10	-0.2	-2	-2	-4	-29	-6	6
C=C(C)COc1ccc(-c2nc(N)ncc2Oc2ccccc2OCC)c(O)c1	-4	2	-5	-1.0	7	3	1	-37	8	-1
CN(CCC#N)C(=O)COC(=O)c1cc(Cl)cc(Cl)c1N	0	4	4	-1.6	0	0	0	-1	6	-2
Cc1ccsc1C(=O)Nc1ccc(S(=O)(=O)N2CCOCC2)cc1	1	-1	1	-0.8	9	-5	2	0	2	2
C=CCNCc1cc(=O)n2c(-c3ccccc3)csc2n1	0	-1	-2	-1.6	0	-1	18	9	21	7
O=P(c1ccccc1)(c1ccccc1)c1ccc(O)cc1	-3	0	-3	-0.8	-4	4	2	0	3	-6

An excerpt of these results, with values under each structure.
Results follow in this order: SIAE inh | LEDGF integ inh | TCR-CD3 inh | PG9 binder | Rev-erbA mod | PRMT1 inh | ABHD4 inh | HTRA1 inh | TDP2 absorb | rCAG binder
> COc1cc(Cc2nccc3cc(OC)c(OC)cc23)c(NC(C)=O)cc1OC
→ -1 | 1 | -5 | -1.0 | 8 | 4 | -1 | 7 | 1 | -3
> O=C1c2ccccc2C(Nc2ccc(S(=O)(=O)N3CCCCCC3)cc2)N1Cc1ccco1 (stereo unspecified)
→ 0 | 0 | -10 | -0.2 | -2 | -2 | -4 | -29 | -6 | 6
> C=C(C)COc1ccc(-c2nc(N)ncc2Oc2ccccc2OCC)c(O)c1
→ -4 | 2 | -5 | -1.0 | 7 | 3 | 1 | -37 | 8 | -1

Additional structures follow.
SMILES	SIAE inh	LEDGF integ inh	TCR-CD3 inh	PG9 binder	Rev-erbA mod	PRMT1 inh	ABHD4 inh	HTRA1 inh	TDP2 absorb	rCAG binder
COc1cccc(NC(=O)C2COc3ccccc3O2)c1 (stereo unspecified)	2	1	-1	-2.5	1	-8	-5	-7	-5	-4
CCCC[C@H]1C2CC(OC(=O)Nc3ccc(F)cc3)C(C2)[C@H]2CCCCN21 (stereo partly specified)	1	-3	.	.	2	-2	0	.	-9	6
CC1(C)Cc2c(c(=S)nc(-c3ccccc3)n2CCN2CCOCC2)CO1	-2	6	4	-3.2	6	0	-9	-3	-12	-2
COc1ccc(-c2c(C)nn3c(N4CCCCCC4)cc(C)nc23)cc1OC	1	0	-2	-0.7	5	2	28	12	-9	2
CC(C)(C)c1ccc(C(=O)NNc2cc(Cl)cc(Cl)c2)cc1	4	-1	-7	-0.3	-2	-2	5	-11	12	1
O=C1CNC(=O)/C(=C\c2ccccc2)N1	10	3	-2	-2.4	-1	-2	5	1	-12	0
COc1ccc2c(CC(=O)Nc3nc(C)cs3)coc2c1	11	-4	-3	0.3	-7	5	-3	-17	1	-1
COc1ccc(NC(=O)CN2CCc3ccccc3C2)cc1S(=O)(=O)N1CCOCC1	-1	2	3	-1.4	3	0	8	5	-2	3

Entries listed above marked active in LEDGF integ inh:
Compound | SIAE inh | LEDGF integ inh | TCR-CD3 inh | PG9 binder | Rev-erbA mod | PRMT1 inh | ABHD4 inh | HTRA1 inh | TDP2 absorb
Cc1ccc(S(=O)(=O)NC(=O)Nc2ccc(N(C)C)cc2)cc1 | 5 | 26* | 6 | -111 | -1 | 26* | 25 | 44* | 11
